Screening results: PubChem BioAssay, several laboratories
p-CIP stab down = lowers stability of the mouse p/CIP coactivator protein | Q05BA5 | F442A p/CIP-EGFP cells, EGFP fluorescence, 16 h | decrease of EGFP signal, % at 10 µM | 290,000 compounds, 0.01% hits | AID 1984;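 active = EGFP signal decrease of at least 30% at 10 µM or well 3 SD below plate mean, unless failing retest; inactive = the rest, including hits failing retest or dose response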; also: some compounds called inactive have numbers as strong as hits; many of its hits are not listed in these tables
PfM18AAP inh = blocks P. falciparum M18 aspartyl aminopeptidase; recombinant PfM18AAP, H-Glu-NHMec fluorogenic cleavage; AID 1822; 290,000 compounds, 1.2% hits; inhibition, % at 7.35 µM;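 active = inhibition above the campaign mean inhibition over all tested compounds plus 3 SD, cut at about 28% in these data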;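 also: 0% = plate median of test compound wells and 100% = 2 mM ZnCl2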
NALP1 inh = blocks the NALP1 inflammasome reconstituted in yeast. S. cerevisiae NALP1/ASC/caspase-1 growth, X-gal OD620, 72 h. inhibition, % at 10 µM. 280,000 compounds, 0.61% hits. AID 2071; in the data active = inhibition mostly above about 24%, no sharp cut-off; inactive = mostly below about 32%; also: some compounds called inactive have numbers as strong as hits
UBC9 SUMO inh = inhibitors of human SUMOylation (UBC9); HTRF SUMOylation assay, SAE1/SAE2 + UBC9, in vitro; inhibition, % at 35 µM; 290,000 compounds, 0.36% hits; in the data active = inhibition above about 50%, passing the limit was not always enough; also: strong numbers were not always called active
MEKK2wt PB1 HTS = raises or lowers MEK5 binding to wildtype human MEKK2 PB1 domain | Q9Y2U5 | binding response (% of control), % at 10 µM | bead flow cytometry, Alexa488-MEK5 binding to MEKK2 WT; actives lie on both sides | 290,000 compounds, 1.1% hits | AID 1531; in the data active = binding response below about 67% or above about 130%
MEKK2mut PB1 HTS = signal of MEK5 binding to mutant human MEKK2 PB1 domain | bead flow cytometry, Alexa488-MEK5 binding to MEKK2 mutant | percent response, % at 10 µM | 290,000 compounds, 0.35% hits | AID 1530; in the data active = percent response above about 24%, passing the limit was not always enough; also: inactives centre near 1; some results filed as inactive read as strong as hits; reference of the scale not given here
IDE inh = cellular human IDE inhibition | P14735 | HEK cells, FAbetaB cleavage, fluorescence polarization | inhibition, % at 5.59 µM | 320,000 compounds, 0.41% hits;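 active = percent inhibition above the average of all tested compounds plus 3 SD, set per screening campaign, cut at about 16% in these data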;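 also: IDE supplied by intact live HEK cells; FP after avidin binding of uncleaved biotin substrate so inhibition keeps polarization high; 0% = DMSO wells and 100% = 60 µM reference IDE inhibitor Ii1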
Target sequence (P14735 whole entry, looked up): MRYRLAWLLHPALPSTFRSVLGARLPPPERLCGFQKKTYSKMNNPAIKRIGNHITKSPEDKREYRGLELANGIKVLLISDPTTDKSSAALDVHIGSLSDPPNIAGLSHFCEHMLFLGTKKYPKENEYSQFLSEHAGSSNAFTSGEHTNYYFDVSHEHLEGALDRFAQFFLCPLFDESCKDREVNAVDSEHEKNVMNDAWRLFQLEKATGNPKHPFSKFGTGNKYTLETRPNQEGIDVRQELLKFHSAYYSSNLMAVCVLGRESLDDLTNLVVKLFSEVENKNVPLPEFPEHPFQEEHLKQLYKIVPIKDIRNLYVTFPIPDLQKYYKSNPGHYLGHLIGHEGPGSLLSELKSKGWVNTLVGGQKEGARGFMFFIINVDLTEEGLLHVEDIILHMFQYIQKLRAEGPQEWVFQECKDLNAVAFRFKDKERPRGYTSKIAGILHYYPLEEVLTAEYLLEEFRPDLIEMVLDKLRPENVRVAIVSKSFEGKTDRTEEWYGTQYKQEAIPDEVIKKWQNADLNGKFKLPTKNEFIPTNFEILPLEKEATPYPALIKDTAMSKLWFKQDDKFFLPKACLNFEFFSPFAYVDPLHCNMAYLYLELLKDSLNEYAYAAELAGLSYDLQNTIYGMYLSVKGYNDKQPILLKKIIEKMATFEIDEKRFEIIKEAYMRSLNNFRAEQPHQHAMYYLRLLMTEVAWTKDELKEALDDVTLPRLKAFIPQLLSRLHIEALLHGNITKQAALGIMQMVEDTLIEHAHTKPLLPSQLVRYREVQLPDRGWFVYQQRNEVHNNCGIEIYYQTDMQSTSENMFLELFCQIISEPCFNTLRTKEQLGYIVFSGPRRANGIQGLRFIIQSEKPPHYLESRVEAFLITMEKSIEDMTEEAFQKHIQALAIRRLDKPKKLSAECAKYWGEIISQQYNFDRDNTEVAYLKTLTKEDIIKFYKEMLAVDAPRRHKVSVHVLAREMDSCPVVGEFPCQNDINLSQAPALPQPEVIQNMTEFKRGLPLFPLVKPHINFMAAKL
MEKK3 PB1 HTS = modulators (inhibitors or enhancers) of MEK5 binding to human MEKK3 PB1 domain; Q99759; bead-based flow cytometry, Alexa488-MEK5 binding to MEKK3; actives lie on both sides; 0 = blocked by unlabeled MEK5, 100 = vehicle; 290,000 compounds, 1.4% hits; binding response (% of control), % at 10 µM;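 active = binding response more than 3 SD above or below the average of its plate-row segment, actives on both sides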;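 also: Alexa488 bead fluorescence after subtracting the streptavidin-only scavenger bead signal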
IDE cell activ = activators of human insulin-degrading enzyme in cells | P14735 | HEK cells, FAbeta-B cleavage, fluorescence polarization; 0% vehicle, 100% cell-free pure enzyme wells | activation, % at 5.96 µM | 340,000 compounds, 0.073% hits | AID 493087;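 active = activation above the mean of all tested compounds plus 3 SD, set per screening campaign, cut at about 17% in these data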
The depositor's hits bear a star; . = not tested or not shown. These rows are one share of the data; rates above refer to the full screens.

Start of the data: the first 2 entries as a preview:
SMILES	IDE cell activ	PfM18AAP inh	NALP1 inh	UBC9 SUMO inh	MEKK3 PB1 HTS	MEKK2mut PB1 HTS	MEKK2wt PB1 HTS	p-CIP stab down	IDE inh
CCOC(=O)C1=C(O)C(=O)N(Cc2cccnc2)C1c1ccc(C)cc1 (stereo not given)	4	3	16	14	104	2	103	-6	3
Cc1ccc2cc(CCNC(=O)c3ccc(S(=O)(=O)N4CCCCC4)cc3)c(=O)[nH]c2c1	-5	-3	11	3	86	-13	82	-20	7

The list itself, from the start:
SMILES	IDE cell activ	PfM18AAP inh	NALP1 inh	UBC9 SUMO inh	MEKK3 PB1 HTS	MEKK2mut PB1 HTS	MEKK2wt PB1 HTS	p-CIP stab down	IDE inh
CCOC(=O)C1=C(O)C(=O)N(Cc2cccnc2)C1c1ccc(C)cc1 (stereo not given)	4	3	16	14	104	2	103	-6	3
Cc1ccc2cc(CCNC(=O)c3ccc(S(=O)(=O)N4CCCCC4)cc3)c(=O)[nH]c2c1	-5	-3	11	3	86	-13	82	-20	7
COc1nc(N)c(S(=O)(=O)c2ccc(C)cc2)cc1C#N	0	3	37	-6	103	2	104	-6	0
COc1ccc(CN2C(=O)CCC2(C)C(=O)NC2CCCCCC2)cc1 (stereo not given)	4	-1	4	12	101	-3	100	-2	2
COc1ccccc1CN1CC(C(=O)NCc2ccc(SC)cc2)CCC1=O (stereo not given)	6	2	28	2	101	5	104	-2	.
Cc1cc(N2CCN(c3ccccc3)CC2)nc2ccccc12	6	-1	15	9	113	23	117	-1	-3
COc1ccc2[nH]c3c(NCc4ccco4)ncnc3c2c1	.	5	15	29	104	8	113	-3	38*
CCc1nonc1NC(=O)c1oc2ccc(Cl)cc2c1C	0	-3	21	16	103	2	103	6	1
COc1ccc(CCC(C)NCCc2ccc(Cl)cc2Cl)cc1 (stereo not given)	1	1	20	-7	105	17	152*	8	2
COc1cccc(NC(=O)Nc2nnc(Cc3ccc(OC)c(OC)c3)s2)c1	-1	-4	13	8	104	2	103	-6	-7
COc1ccccc1N1CCN(/N=C/c2ccc(OC)c(OC)c2OC)CC1	8	-1	5	12	103	7	104	-10	-10
CC(=O)NCCC(=O)Nc1cccc(S(=O)(=O)N(C)c2ccccc2)c1	-3	2	20	2	108	3	105	-14	11
C/C(=N\Nc1ccc(S(=O)(=O)Nc2ccccc2)cc1[N+](=O)[O-])c1ccc(N2CCOCC2)cc1	4	6	1	-5	91	-3	89	-6	6
Nn1c(SCC(=O)N2CCN(S(=O)(=O)c3ccccc3)CC2)nnc1-c1cccs1	2	-7	24	17	90	-9	95	-4	-1
COC(=O)Cn1c2c(c3cc(C)ccc31)CCCC2NC(C)c1ccccc1 (stereo not given)	-3	11	7	3	96	-12	90	7	1
COc1cc(C(C(=O)NCC2CCCO2)N(C(=O)Cn2nnc3ccccc32)c2ccc(OC)c(OC)c2)ccc1O (stereo not given)	2	6	1	9	101	3	102	-14	-1
O=C(Cc1csc(Nc2nc(=S)[nH]c3ccccc23)n1)N1CCN(c2cccc(Cl)c2)CC1	2	7	5	16	100	-9	92	-1	9
CC(C)OC(=O)NCN1C(=O)C2C3C=CC(C3)C2C1=O (stereo not given)	3	1	19	-3	96	9	101	1	0
NS(=O)(=O)c1ccc(NC(=O)COC(=O)COc2ccccc2)cc1	0	2	23	11	104	2	103	-11	2
COc1ccc(C)cc1NC(=O)Cn1cnc2sc(C)c(S(=O)(=O)N3CCOCC3)c2c1=O	1	12	-62	10	104	2	101	-1	-1
C=CCn1c(SCC(=O)NC2CCCC2)nnc1-c1ccccn1	4	0	-9	-8	96	-6	94	-4	-1
COC(=O)c1ccc(CSc2nnc(NC(C)C)s2)cc1	4	-9	6	9	109	4	104	-11	5
O=C(NCc1ccc(Cl)cc1)c1ncn[nH]1	6	6	8	9	102	3	98	-1	0
CCc1ccccc1NC(=O)CC1CS(=O)(=O)CC1CC(=O)Nc1ccccc1CC (stereo not given)	-1	-6	21	-8	92	-1	93	-7	1
Cc1ccc(NC(=S)NC(=O)Cc2ccccc2)c(O)c1	-1	19	-8	1	108	7	103	-3	.
COc1cccc(CN(C)C(=O)C23CC4CC(CC(NC(C)=O)(C4)C2)C3)c1OC	1	0	0	-10	95	-5	94	-15	.
O=C(c1cc(-c2cccc(Cl)c2)on1)N1CCCC1	3	2	26	-1	102	5	107	-8	-8
COc1cc(OC)c(OC)cc1/C=C1/Cc2ccccc2C1=O	-8	4	-15	22	99	5	103	-12	5
CCCn1nnnc1NCc1ccc(C(C)C)cc1	-4	-16	10	12	109	4	106	-2	-1
CC(C)(C)c1ccccc1OCC(=O)NCCCn1ccnc1	-3	1	14	1	98	-3	97	0	4
CCN(C(=O)COC(=O)c1cccn1C)C1CCS(=O)(=O)C1 (stereo not given)	3	1	2	3	105	7	106	-3	5
CN(C)c1ccnc(N(Cc2ccccc2)Cc2ccccc2)c1C#N	-6	-12	15	-2	108	4	105	-8	-6
Cc1ccc(C(=O)Oc2ccccc2C(=O)N2CCOCC2)cc1	-1	-6	15	13	97	7	100	-5	-2
COc1cccc(C2CC(c3ccc(Cl)cc3)Nc3nc(N)nn32)c1 (stereo not given)	2	0	9	6	104	2	104	-13	4
COc1cc(C#CC#CCN2CCCCC2)ccc1O	5	3	36	17	94	-3	100	0	8
CCc1ccccc1NC(=O)C1NC(=O)CC1c1ccccc1 (stereo not given)	4	-5	7	-6	100	2	104	-9	-4
COc1ccc(-c2nnc(SCC(=O)N3CCC(Cc4ccccc4)CC3)o2)cc1OC	3	2	8	-18	100	2	96	-1	1
Cc1nnsc1-c1nc2ccccc2[nH]1	3	4	25	37	106	5	109	-6	5
CN(C(=O)c1cc2c(=O)n3ccccc3nc2n1C)C1CCCCC1	0	14	-2	50	102	1	101	-11	3
CCC(=O)c1c(NC(CC)CO)cc(C)oc1=O (stereo not given)	3	1	-10	15	96	-5	98	8	7
O=C(CSc1ncnc2c1oc1ccccc12)NC1CCCCC1	-5	6	22	11	101	6	100	-17	1
COc1ccccc1C(=O)Nc1ccc(C(=O)/C=C/c2cccs2)cc1	1	0	17	10	101	-1	100	-1	-3
Cc1ccc(CS(=O)(=O)Cc2ccc(C(=O)NCc3ccccn3)o2)cc1	0	-8	-1	6	105	2	105	-2	-7
COC(=O)[C@H](C)NC(=O)Nc1ccc(OC(F)(F)F)cc1	5	5	-8	7	106	4	109	-7	5
Cc1ccc(C)n1-c1ccc(C(=O)O)cc1	.	9	-11	17	98	-1	100	-18	1
CCOC(=O)c1ccc(NC(=O)Cn2nnc(-c3ccccc3F)n2)cc1	0	3	4	5	98	-3	82	1	-1
Cc1nc(-c2coc3cc(O)c(C)cc3c2=O)cs1	-3	-6	3	19	101	8	100	20	-6
CC(C(=O)N1CCc2ccccc21)N1CCN(c2ccccn2)CC1 (stereo not given)	-1	1	.	10	97	-2	101	-13	0
Cn1cccc1/C=N/NC(=O)c1ccncc1	.	-7	25	19	93	-18	89	-12	7
O=C(C1CCN(S(=O)(=O)c2cccc3cccnc23)CC1)N1CCCCC1	-10	-6	14	24	104	3	106	1	3
COc1ccc(S(=O)(=O)NN(C)C)cc1N(C)S(=O)(=O)c1ccc(Cl)cc1	-1	-6	22	10	101	1	103	-6	-3
O=C(O)Cn1cnc2sc3c(c2c1=O)CCCC3	7	-4	-8	11	76	-14	71	-15	2
CC1CN(C(=O)CCc2cc(C(C)(C)C)c(O)c(C(C)(C)C)c2)CC(C)O1 (stereo not given)	3	-1	3	13	102	6	109	-14	-4
CC1(C)Cc2cccc(Oc3cc(NN4CCCCC4)c([N+](=O)[O-])cc3[N+](=O)[O-])c2O1	2	0	6	3	99	-6	96	-10	-2
CCOC(=O)Cn1c(CN2CCc3ccccc3C2)nc2c1c(=O)n(C)c(=O)n2C	4	1	.	17	107	5	109	-6	-3
NC(=O)c1ccsc1NC(=O)CS(=O)(=O)c1ccc(Cl)cc1	-5	7	-2	.	97	2	97	-12	3
CCn1c(CNC(=O)c2cccc(C)c2)nnc1SCC(=O)N1CCOCC1	3	-4	-2	8	103	2	104	-13	-3
O=C1CC(c2ccccc2)CC(=O)C1=CN1CCCC1 (stereo not given)	.	-2	.	-2	108	0	102	-13	4
COC(=O)c1ccc(N2NC(=O)/C(=C/c3cc(OC)c(O)c(OC)c3)C2=O)cc1	-8	31*	-14	-7	105	6	104	0	11
CCc1ccc(NC(=O)C2CCCN2C(=O)NC2CCCCC2)cc1 (stereo not given)	3	-3	7	2	100	3	99	-4	-1

(cont.)
SMILES	IDE cell activ	PfM18AAP inh	NALP1 inh	UBC9 SUMO inh	MEKK3 PB1 HTS	MEKK2mut PB1 HTS	MEKK2wt PB1 HTS	p-CIP stab down	IDE inh
NS(=O)(=O)c1ccc(NC(=S)NC(=O)c2cccs2)cc1	4	15	6	21	90	-7	90	-14	-3
O=C(CSc1nnc(-c2ccccc2O)o1)NC1CCCCC1	1	1	16	5	103	3	105	-3	0
Cc1ccc(C(O)CSc2nnc(-c3ccc4ccccc4c3)n2C)cc1 (stereo not given)	12	-3	14	7	84	-20	91	2	-3
CC(=O)N1CC(C)Oc2ccc(S(=O)(=O)NC(CC(=O)O)c3cc(C)ccc3C)cc21 (stereo not given)	2	0	19	7	101	6	109	-8	-4
COc1cc([N+](=O)[O-])ccc1NC(=O)CSc1nnc(C)c(C)n1	-2	2	0	10	104	-4	99	-13	-5
COc1ccc(C(=O)O/N=C(\N)Cc2ccc(Cl)cc2)cc1OC	-4	6	17	-28	106	8	102	0	1
